CAL PDZ FP-1: inhibitors of human CAL PDZ peptide binding | Q9HD26 | purified CAL PDZ, TMR-peptide fluorescence polarization, 1 h | inhibition, % at 24.9 µM | 0.92% of 300,000 active | AID 602252;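 active = mean inhibition of at least 30% with at least half of replicates also reaching 30%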;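 also: 0% = DMSO neutral control and 100% = excess unlabeled competitor peptide PRC23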
CAL PDZ FP-2: human CAL PDZ-peptide interaction inhibition | Q9HD26 | purified CAL PDZ, TMR-peptide fluorescence polarization, 1 h | inhibition, % at 20 µM | 0.02% of 330,000 active | AID 504414;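 active = highest replicate inhibition of at least 40%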;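 also: plate controls were DMSO neutral control wells for no effect and unlabeled competitor peptide control wells for full effect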
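Test system: tagged CAL PDZ domain / Buffer or medium: sodium phosphate/NaCl buffer pH 7.4 with TCEP, IgG, Thesit / Reagent: TMR-labelled reporter peptide T*-PRC34 bound in PDZ groove / Compound dosing: single point, 20 µM / Schedule: 1 h incubation at room temperature before polarization reading / Technique: fluorescence polarization (mP) / Benchmarks: unlabelled peptide, DMSO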
SR-BI HDL uptake: inhibitors of mouse SR-BI mediated HDL lipid uptake. Q61009. ldlA[mSR-BI] CHO cells, DiI-HDL uptake fluorescence, 3 h. inhibition, % at 12.5 µM. 0.96% of 320,000 active;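 active = mean replicate inhibition of at least 70% and a set share of replicates each scoring 70 or more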;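 also: 0% = median of neutral control wells and 100% = median of positive control wells; values of inactives mirror those of a sister screen read the other way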
Target sequence (Q61009 whole entry, looked up): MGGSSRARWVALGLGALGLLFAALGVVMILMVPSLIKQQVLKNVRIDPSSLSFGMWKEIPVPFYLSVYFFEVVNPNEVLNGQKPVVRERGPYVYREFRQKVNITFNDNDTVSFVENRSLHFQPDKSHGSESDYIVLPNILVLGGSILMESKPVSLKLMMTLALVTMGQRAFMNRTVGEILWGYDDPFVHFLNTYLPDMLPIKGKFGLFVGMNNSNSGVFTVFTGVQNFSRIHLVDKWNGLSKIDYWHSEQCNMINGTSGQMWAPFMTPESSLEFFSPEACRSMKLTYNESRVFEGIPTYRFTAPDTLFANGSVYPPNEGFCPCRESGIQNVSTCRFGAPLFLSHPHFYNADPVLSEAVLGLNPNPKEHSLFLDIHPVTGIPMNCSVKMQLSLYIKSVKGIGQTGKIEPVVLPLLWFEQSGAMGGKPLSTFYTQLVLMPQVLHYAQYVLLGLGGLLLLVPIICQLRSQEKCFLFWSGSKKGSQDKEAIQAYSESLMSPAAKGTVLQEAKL
phage Ecoli inh: E. coli growth loss with phage present; growth absorbance; inhibition, % at 11.9 µM; 0.26% of 360,000 active; in the data active = inhibition above about 11%
E coli growth: counter-screen for AddAB inhibitors: E. coli growth inhibition; E. coli V3065 growth, OD600 absorbance, 18 h; inhibition, % at 11.9 µM; 0.27% of 330,000 active; AID 449728;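 active = inhibition above the campaign's mean inhibition across all tested compounds plus 3 SD, cut at about 9.9% in these data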;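 also: uninfected addAB+ strain grown without phage in ampicillin broth; 0% = DMSO wells and 100% = ciprofloxacin 0.95 µg/ml wells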
MITF TRPM1 HTS: MITF TRPM1 promoter activation in melanoma cells. SK-MEL-5 TRPM1-promoter luciferase, 24 h; % of positive control, neutral wells = 0. activation, % at 12.5 µM. 0.75% of 300,000 active;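 active = mean activation of at least 80% with every replicate also reaching 80%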;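 also: 0% = neutral control wells and 100% = parthenolide positive control wells; values of inactives mirror those of a sister screen read the other way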
Wnt bcat act: activators of Wnt/beta-catenin signaling; Wnt/beta-catenin reporter cell assay, activator, plate reader; activation, % at 9.35 µM; 1.2% of 300,000 active; in the data active = activation above about 30%, passing the limit was not always enough;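 also: 0% = neutral control wells and 100% = positive control wells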
Tat transport: blocks Tat-dependent protein export in E. coli; E. coli MC4100 TorA-mCherry Tat export, fluorescence; inhibition, % at 10 µM; 0.036% of 340,000 active; AID 488895;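 active = mean replicate inhibition at least 50% and at least half of replicates individually reaching 50%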;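 also: exported cargo escapes ClpAP degradation while cytoplasmic cargo is degraded and loses fluorescence; 0% = median of neutral control wells and 100% = median of NaSCN control wells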
SR-BI DiI-HDL act: SR-BI HDL lipid transfer activation; CHO ldlA[mSR-BI] cells, DiI-HDL uptake fluorescence, 3 h; 100 = double the neutral-control signal; 0.096% of 320,000 active; activation, % at 12.5 µM; AID 504775;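 active = mean replicate activation of at least 60% and every replicate at or above 60%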;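 also: 0% = median plate neutral-control signal and 100% = twice that signal; values of inactives mirror those of a sister screen read the other way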
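Test system: SR-BI-overexpressing, LDLR-lacking CHO cells; Medium: Ham's F12 with 0.5% BSA, HEPES 25 mM, pH 7.4; Schedule: 3 h, 37 °C; Technique: bottom-read fluorescence, 550/595 nm.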
AddAB inh: less growth of phage-infected E. coli with AddAB. E. coli expressing H. pylori AddAB, absorbance growth. inhibition, % at 11.9 µM. 0.29% of 330,000 active. AID 435030; in the data active = inhibition above about 12%;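 also: 0% = vehicle wells of infected cells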
An asterisk follows results filed as active; . = no result given.

SMILES	CAL PDZ FP-1	CAL PDZ FP-2	SR-BI HDL uptake	phage Ecoli inh	E coli growth	MITF TRPM1 HTS	Wnt bcat act	Tat transport	SR-BI DiI-HDL act	AddAB inh
O=C(O)Cn1nnc(-c2ccc(OCc3ccccc3Cl)cc2)n1	-2	-0.8	-3	1.7	-0.7	8	0	5	3	-0.6
COc1ccc(C2Nc3cccc4cccc(c34)N2)cc1	-2	-0.8	64	4.6	1.5	0	-8	-2	-64	0.5
CCN1CCN(CCNC(=O)c2cc(Cl)c(NC(=O)C3=C(C)OCCS3)cc2OC)CC1	3	-3.3	10	0.7	-1.8	30	0	3	-10	-0.5
Cc1cc(NC(=O)COc2coc(CN3CCN(c4ccccc4)CC3)cc2=O)no1	2	0.1	-20	-2.5	0.4	3	-2	-12	20	1.2
COc1ccc(C)cc1NC(=O)C1CCCN(S(=O)(=O)c2ccc(-n3cnnn3)cc2)C1 (stereo not drawn)	-2	-1.9	.	2.0	-0.6	-9	1	6	.	3.8
O=C(CCN1CCN(c2ccccc2)CC1)Nc1ccc2c(c1)OCO2	-3	.	21	3.6	-2.4	.	.	-6	-21	1.3
CCC(=O)NC(=S)Nc1ccc(NC(=O)COc2ccccc2)cc1	1	-0.1	17	3.9	1.0	5	5	-3	-17	2.6
CC(=O)Oc1cccc(/C=C2\C=C(c3ccc(C)cc3)OC2=O)c1	-4	-1.0	-1	0.6	0.0	0	-3	-6	1	4.5
O=C(Nc1ccnn1C1CCN(Cc2ccccc2)CC1)C1CCCC1	-3	-0.6	-7	0.9	-2.0	16	2	-7	7	1.3
COc1ccc(OC)c(CNc2nc3ccccc3n2CCN2CCCCC2)c1	.	-0.3	-7	0.2	-0.4	7	.	5	7	-0.3
O=C(COC(=O)c1cccnc1)c1ccc(Cl)cc1	.	-2.5	-21	3.0	-1.2	-2	-3	10	21	2.1
O=C(Nc1ccccc1)c1ccccc1N=Cc1ccccc1O	-2	-1.2	-35	2.8	-0.5	30	0	-12	35	0.7
CCOC(=O)N1CCC(NC(=O)Cn2ncc3ccccc32)CC1	0	-2.1	-2	2.1	1.0	-1	.	2	2	-0.4
CC(C)CN(C(=O)CN1CCN(c2ccc(F)cc2)CC1)c1c(N)n(CC(C)C)c(=O)[nH]c1=O	-1	-0.5	-19	3.0	-2.0	5	0	-52	19	0.4
C=CCn1nnnc1SCC(=O)Nc1ccc(OC)cc1	.	-0.6	-26	0.2	-1.4	-1	0	-1	.	-0.6
O=C(O)c1cccc(NC(=O)c2ccccc2NC(=O)c2cccc([N+](=O)[O-])c2)c1	-2	-1.3	14	-1.6	0.3	.	-1	20	-14	1.4
Cc1noc(-c2ccc(Cl)cc2)c1C(=O)O/N=C(\N)c1ccc(C(C)(C)C)cc1	-3	-2.5	6	3.6	1.2	.	-5	0	-6	-0.3
CCOc1cc(C(=O)OCC(=O)Nc2cccc(C)c2)ccc1OCC(=O)N1CCOCC1	-1	-1.3	4	1.8	1.1	-4	-5	-4	-4	6.8
CCOC(=O)C1CCN(CC(=O)c2c(C)[nH]c3ccccc23)CC1	2	-1.8	1	0.0	-2.5	-1	.	-5	-1	-4.0
C[C@H](NC(=O)c1nc[nH]c1C(=O)N1CCNCC1)C(=O)OCc1ccccc1	-2	1.2	-20	-3.0	-2.6	0	2	-3	20	0.5
CCN(CC)C(=O)c1[nH]cnc1C(=O)Nc1ccccc1	-4	-0.6	1	1.9	-0.4	4	-2	-6	-5	-0.3
COCCCN1C(=O)c2ccc(C(=O)Nc3ccc(C)cc3C)cc2C1=O	-1	-2.6	13	0.9	0.3	3	4	2	-13	0.0
O=C(c1cccs1)n1nc(NCc2ccccc2)nc1NCc1ccccc1	8	-0.2	20	4.0	0.1	-3	-2	5	-20	1.3
CCOC(=O)N1CCN(C(=O)c2ccccc2NC(C)=O)CC1	-1	0.5	-12	2.9	0.7	-6	-1	5	12	0.2
COc1cc(/C=C2/C(=O)NN(c3cccc(F)c3)C2=O)ccc1OC(=O)c1ccco1	4	-2.7	-9	2.0	0.2	-11	0	5	9	2.6

(listing goes on)
SMILES	CAL PDZ FP-1	CAL PDZ FP-2	SR-BI HDL uptake	phage Ecoli inh	E coli growth	MITF TRPM1 HTS	Wnt bcat act	Tat transport	SR-BI DiI-HDL act	AddAB inh
CCCP(=O)(CC(=O)N(CC)CC)c1ccccc1 (stereo not drawn)	-2	0.1	-31	2.1	-2.1	-15	-3	-2	31	-1.6
Cc1cc(Br)c(NC(=O)COC(=O)C2CCCCC2)c(Br)c1	-3	-1.0	-26	2.6	0.3	2	-1	-8	26	-1.5
Cc1ccccc1OCc1nnc(SCC(=O)NCc2ccccc2)n1C	-3	-0.3	-8	0.8	-1.2	-5	-1	-1	8	2.4
CC(C)c1ccc(C(C(C(=O)c2ccccc2)N2CCOCC2)N2CCOCC2)cc1 (stereo not drawn)	-5	-1.8	1	2.7	.	28	9	-8	-1	.
Cc1c(Cl)cccc1NC(=O)Cn1nc(C)n2cccc2c1=O	3	-1.7	-1	-0.1	-1.0	2	1	-5	1	2.4
Cc1cccc(C)c1NC(=O)CSc1ncnc2[nH]ncc12	-9	-0.8	-1	0.6	1.1	6	-6	-2	1	0.2
O=C(NCc1ccccc1Cl)c1ccc2c(=O)n(CC3CCCO3)c(=S)[nH]c2c1 (stereo not drawn)	0	-3.0	22	3.1	-2.8	6	0	3	-22	1.9
O=C(Nc1nccs1)c1sc2cc(Cl)ccc2c1Cl	-5	-0.9	11	0.6	-1.0	.	76*	10	-11	-0.9
CCc1ccc(CNC(=O)Cn2nc(-c3ccccc3)ccc2=O)cc1	-4	-1.5	-14	0.3	-1.9	-4	1	3	14	-0.8
O=C(c1cccnc1)N1CCN(S(=O)(=O)c2ccc(F)cc2)CC1	.	-0.4	-50	3.2	-1.6	-5	0	0	50	-0.3
Cc1ccc(N2CC(C(=O)NCc3ccc(C)n3C)CC2=O)cc1 (stereo not drawn)	-2	-1.9	-6	4.0	4.2	8	-1	-2	6	2.7
CC1Oc2ccccc2C=C1/C=N/NC(=O)c1ccncc1 (stereo not drawn)	1	-5.6	15	2.1	-1.2	18	-2	1	-15	1.3
CCSc1nnc(-c2cccc(S(=O)(=O)N(CC)CC)c2)n1Cc1ccccc1	-4	-2.9	5	-1.4	-0.6	2	.	-3	-5	-0.2
Cc1ccccc1C(=O)Nc1nnc(S(=O)(=O)N(C)Cc2ccco2)s1	-3	-1.5	8	1.3	-0.3	19	6	-4	-8	4.0
COc1ccc(/C=C(\NC(=O)c2ccc(C)cc2)C(=O)NCC2CCCO2)cc1 (stereo not drawn)	-3	-0.2	4	3.3	-0.1	10	5	-2	-4	-1.1
Cc1nn(-c2ccccc2)c(Cl)c1CN(C(=O)CCl)c1cccc2ccccc12	-6	-1.7	-4	-0.5	0.0	-24	-2	34	4	3.2
N#CCc1nn(-c2ccccc2)c(N)c1C#N	-5	-0.1	-19	0.7	1.4	3	.	-11	19	1.0
CCN(C(=O)CSc1nnnn1-c1ccc(Cl)cc1)C1CCS(=O)(=O)C1 (stereo not drawn)	1	-1.9	8	0.8	0.3	-9	3	0	-8	0.5
C=CCNc1oc(-c2ccc(OCC)cc2)nc1C#N	-1	-1.3	42	5.0	-0.2	35	5	4	-42	1.5
CCN(CC)S(=O)(=O)c1ccc(N2CCOCC2)c(NC(=O)CC(C)(C)C)c1	2	0.2	-32	2.8	0.8	23	0	4	32	1.3
CCOC(=O)c1cc(NC(=O)c2cnccn2)cc(C(=O)OCC)c1	0	-1.0	10	3.7	0.8	0	.	0	-10	0.2
CN(C(=O)COc1ccccc1C(=O)NCCc1ccccc1)c1ccccc1	-2	-2.9	33	0.6	-1.8	55	.	-7	-33	-0.5
Cc1nc2sc(C#N)c(N)c2c2c1CCCC2	1	0.0	3	1.2	-1.4	25	.	1	-3	0.8
CCCCn1c(=N)n(CC(=O)c2ccc(OC)cc2)c2ccccc21	.	.	.	3.8	0.0	.	2	.	.	3.0
CCc1noc(N)c1C(=O)Nc1ccc(F)c(Cl)c1	-4	-2.6	.	3.0	1.2	11	.	-6	.	2.6

Full records from above.
`Cc1nn(-c2ccccc2)c(Cl)c1CN(C(=O)CCl)c1cccc2ccccc12` is entered as CAL PDZ FP-1: -6; CAL PDZ FP-2: -1.7; SR-BI HDL uptake: -4; phage Ecoli inh: -0.5; E coli growth: 0.0; MITF TRPM1 HTS: -24; Wnt bcat act: -2; Tat transport: 34; SR-BI DiI-HDL act: 4; AddAB inh: 3.2
`Cc1ccc(N2CC(C(=O)NCc3ccc(C)n3C)CC2=O)cc1` (stereo not drawn) is entered as CAL PDZ FP-1: -2; CAL PDZ FP-2: -1.9; SR-BI HDL uptake: -6; phage Ecoli inh: 4.0; E coli growth: 4.2; MITF TRPM1 HTS: 8; Wnt bcat act: -1; Tat transport: -2; SR-BI DiI-HDL act: 6; AddAB inh: 2.7

Later entries
SMILES	CAL PDZ FP-1	CAL PDZ FP-2	SR-BI HDL uptake	phage Ecoli inh	E coli growth	MITF TRPM1 HTS	Wnt bcat act	Tat transport	SR-BI DiI-HDL act	AddAB inh
Clc1ccc(/C=N\Nc2ccccc2)cc1	-1	1.5	-1	0.6	1.9	.	4	6	1	0.5
BrC(=C\c1ccccc1)/C=N/Nc1nc2ccccc2[nH]1	1	0.5	18	2.0	1.0	30	33*	17	-18	0.9
Cc1ccc(S(=O)(=O)N2CCCCC2)cc1NC(=O)[C@@H]1CCCN1C(=O)c1cccs1	.	0.2	-10	2.4	-3.5	-2	-5	1	10	0.4
O=S(=O)(c1ccc2ccccc2c1)N1CCN(C(=S)Nc2ccccc2F)CC1	19	-0.7	-7	2.3	-2.7	2	-1	10	7	-2.9
COc1cc2c(cc1OC)C1(Nc3c-2c(Cc2ccccc2)nn3-c2ccccc2)C(=O)Nc2ccccc21 (stereo not drawn)	-5	-0.8	2	2.4	1.7	2	.	5	-2	-1.3
COc1cc(C(C)=O)ccc1OCC(O)Cn1nc(C)c(Br)c1C (stereo not drawn)	-4	-1.1	34	3.0	.	8	-1	6	-34	.
C[C@H]1NS(=O)(=O)c2ccc(Br)cc2O[C@H]1c1ccccc1	-4	1.2	28	3.7	0.4	1	-1	-5	-28	-1.7
O=C(NCc1ccccn1)C(=O)NCC1OCCN1S(=O)(=O)c1ccc([N+](=O)[O-])cc1 (stereo not drawn)	3	-1.2	-7	0.2	-2.9	-11	1	-3	7	4.7
CC1Oc2ccccc2N(CC(=O)c2ccc(F)cc2)C1=O (stereo not drawn)	0	-0.5	21	4.0	0.0	5	-3	-1	-21	1.8
COc1ccc(NC(=O)c2ccccc2NC(=O)c2ccccc2C(=O)O)c(OC)c1	-1	-2.1	22	-1.7	-1.1	20	1	-11	-22	-2.9
Cc1ccc(C)c2[nH]c(=O)c(C(c3nnnn3CCc3ccccc3)N3CCOCC3)cc12 (stereo not drawn)	-1	-0.7	22	3.6	0.3	-6	.	-1	-22	-0.4
Cc1ccc(S(=O)(=O)N2CCC(C(=O)OCC(=O)N(C)c3ccccc3)CC2)cc1C	0	-2.4	-8	-0.4	1.2	-2	-1	-5	8	3.3
COc1ccc(S(=O)(=O)N2CCC[C@H]2C(=O)NC2=NCCS2)cc1	-2	0.0	-1	0.6	-0.8	.	-9	-10	1	3.7
NC(=O)c1ccccc1N(Cc1ccccc1)S(=O)(=O)c1ccccc1	-4	-0.1	4	4.3	-1.0	4	30*	-1	-4	2.5

Compound activity: PubChem BioAssay, several laboratories
